# Assay outcomes (PubChem BioAssay)
# TrxR1 substrate – is turned over as a substrate by rat TrxR1. purified TrxR1 substrate turnover, NADPH consumption readout. Potency, µM (highest dose often 114 µM), for the others: at the highest dose activity change, negative = substrate turnover. hit rate 0.01% among 390,000; further: on the % scale 0 is the no-effect control and ±100 the full control effect; nearly all actives have a fitted effect of over 50% in size
#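 Rat TrxR1, dispensed at 90 nM, was prereduced with 400 uM NADPH (final) for 5 min at ~22 deg C, then incubated with compound 15 min before 400 uM selenite. A first-read NADPH fluorescence drop versus no-compound background flagged substrates.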
# rTrxR1 inhibitor – rat TrxR1 inhibition; O89049; hit rate 1% among 390,000; Potency, µM (top dose mostly 114 µM), without a hit: at the highest dose activity change, negative = inhibition, actives largely listed as inhibitors; AID 588453; recombinant rTrxR1, NADPH fluorescence consumption, selenite substrate; further: on the % scale 0 is the no-effect control and ±100 the full control effect; nearly all actives have a fitted effect of over 65% in size
#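 Rat TrxR1 (90 nM in the dispensed reagent) was pre-reduced with 400 uM NADPH for 5 min at room temperature, then incubated with compound for 15 min. After 400 uM selenite was added, NADPH fluorescence (Ex 340/Em 450 nm) was followed for 8 min.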
# RXFP1 agonist – activates the human relaxin receptor RXFP1; Q9HBX9; HEK293T-RXFP1 cAMP TR-FRET, 30 min; response scale: percent of porcine relaxin response, buffer zero; Potency, µM (top dose mostly 57.5 µM), inactives show top-dose activation, most hits filed as activators; hit rate 0.3% among 370,000; AID 2676; further: on the % scale 0 is the no-effect control and ±100 the full control effect; nearly all actives have a fitted effect of over 60% in size; many of its hits are not listed in these tables
#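 Agonist response is measured as cAMP accumulation in an RXFP1-transfected HEK293T line under PDE4 inhibition. Values are scaled between buffer-only and 29 nM porcine relaxin, and EC50s come from standard Hill equation fits.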
# USP1-UAF1 inh – inhibitors of human USP1/UAF1 deubiquitinase; O94782; recombinant USP1/UAF1, Ub-Rhodamine cleavage fluorescence; Potency, µM (top dose mostly 57.1 µM), inactives show at the top dose activity change, negative = inhibition, hits mostly inhibitors; hit rate 0.23% among 390,000; further: on the % scale 0 is the no-effect control and ±100 the full control effect; nearly all actives have a fitted effect of over 60% in size; inactives centre near -12
# Target sequence (O94782 whole entry, looked up): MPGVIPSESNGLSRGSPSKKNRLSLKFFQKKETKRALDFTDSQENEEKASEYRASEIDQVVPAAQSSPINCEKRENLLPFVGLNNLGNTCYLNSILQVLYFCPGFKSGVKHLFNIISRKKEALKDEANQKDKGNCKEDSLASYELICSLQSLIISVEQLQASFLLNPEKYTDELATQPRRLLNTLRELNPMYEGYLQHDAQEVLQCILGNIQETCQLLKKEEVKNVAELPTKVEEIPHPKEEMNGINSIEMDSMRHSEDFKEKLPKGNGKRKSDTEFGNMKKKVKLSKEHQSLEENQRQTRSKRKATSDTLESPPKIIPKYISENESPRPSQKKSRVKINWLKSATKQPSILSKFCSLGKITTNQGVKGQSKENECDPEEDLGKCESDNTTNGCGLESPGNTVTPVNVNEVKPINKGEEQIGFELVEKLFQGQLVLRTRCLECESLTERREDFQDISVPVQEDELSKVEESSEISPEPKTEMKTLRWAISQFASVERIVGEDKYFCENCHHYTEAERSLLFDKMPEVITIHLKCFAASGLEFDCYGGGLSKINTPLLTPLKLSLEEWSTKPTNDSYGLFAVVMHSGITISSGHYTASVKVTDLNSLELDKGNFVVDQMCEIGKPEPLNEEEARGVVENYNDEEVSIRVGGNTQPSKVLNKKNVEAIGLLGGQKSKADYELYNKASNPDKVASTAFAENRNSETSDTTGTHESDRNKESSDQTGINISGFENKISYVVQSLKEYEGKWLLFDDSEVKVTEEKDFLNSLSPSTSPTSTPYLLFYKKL
#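 High-throughput fluorogenic screen: 1nM USP1/UAF1 complex, Ub-Rho substrate 150nM final, 50mM HEPES pH 7.8 with 0.5mM EDTA, 0.1 mg/ml BSA, 1mM TCEP and 0.01% Tween-20.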
# mIDH1 inhibitor – blocks human mutant IDH1 R132H enzyme; Potency, µM (top dose mostly 76.6 µM), for inactives: at the highest dose activity change, negative = inhibition, most hits filed as inhibitors; O75874; IDH1-R132H enzyme, NADPH consumption, diaphorase/resazurin fluorescence; hit rate 0.093% among 390,000; further: on the % scale 0 is the no-effect control and ±100 the full control effect; nearly all actives have a fitted effect of over 65% in size
#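 IDH1-R132H (0.5 ug/mL) preincubated 30 min with compound, then NADPH (0.016 mM) and alpha-KG (2 mM) added; 80 min at RT, pH 7.5. Remaining NADPH coupled via diaphorase/resazurin to fluorescence (540/590 nm); concentration-response curves normalized to no-enzyme control.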
# 12-LOX inh – blocks human arachidonate 12S-lipoxygenase | purified 12hLO, xylenol orange hydroperoxide absorbance | P18054 | Potency, µM (series often up to 108 µM), without a hit: at the highest dose activity change, negative = inhibition, usual class: inhibitors | hit rate 1.1% among 580,000; further: on the % scale 0 is the no-effect control and ±100 the full control effect
#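 Purified human 12hLO at 150 nM in 25 mM Hepes, 0.01% Triton X-100, pH 7.0, preincubated 15 min at room temperature with compound. Reaction started with 40 uM arachidonic acid, 30 min at room temperature. Hydroperoxide measured by Fe-xylenol orange, 573/405 nm absorbance ratio.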
# Vif-APOBEC3F blk – blocks the Vif interaction with APOBEC3F. HeLa A3F-eYFP + Vif (tagged APOBEC3F with the HIV-1 protein that degrades it), YFP fluorescence increase. Potency, µM (series often up to 46.1 µM), for the others: at the highest dose activity, negative = active. hit rate 0.2% among 390,000. AID 602313; further: % of control where 0% means no effect; nearly all actives have a fitted effect of over 65% in size
#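 Fluorescence increase (Ex 488/Em 500-530) after overnight compound treatment at 37 deg C flags inhibition of Vif-driven A3F-eYFP loss in stable HeLa A3F-eYFP/Vif cells seeded overnight beforehand.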
# RGS4 inhibitor – human RGS4 inhibition; Transcreener GDP fluorescence polarization, RGS4-accelerated GTP hydrolysis; Potency, µM (highest dose often 114 µM), for the others: at the top dose activity change, negative = inhibition, actives largely listed as inhibitors; hit rate 0.039% among 390,000; AID 504845; further: on the % scale 0 is the no-effect control and ±100 the full control effect; nearly all actives have a fitted effect of over 75% in size; some results filed as inactive show a strong effect at the top dose
# Target sequence (P49798 whole entry, looked up): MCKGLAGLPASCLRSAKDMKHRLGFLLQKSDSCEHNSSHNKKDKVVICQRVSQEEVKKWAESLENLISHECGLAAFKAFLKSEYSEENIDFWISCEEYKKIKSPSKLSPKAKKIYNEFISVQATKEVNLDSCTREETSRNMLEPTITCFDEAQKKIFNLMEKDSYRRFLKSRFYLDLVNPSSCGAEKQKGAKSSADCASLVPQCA
#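 MLSMR compounds (23 nl, pin-transferred) preincubated 10 min at room temperature with a 500nM (2x) first reagent, then RGS4 at 900nM (2x) plus Transcreener GDP mix added; fluorescence polarization (620/688 nm) read before and after 90 min at 30 °C.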
# Vif-APOBEC3G blk – Vif-A3G binding inhibition; Q9HC16; HeLa A3G-eYFP + Vif (tagged APOBEC3G with the HIV-1 protein that degrades it), YFP fluorescence, overnight; Potency, µM (series often up to 46.1 µM), inactives show at the top dose activity, negative = active, actives largely listed as inhibitors; hit rate 0.076% among 410,000;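 further: on the % scale 0 is the no-effect control and ±100 the full control effect; nearly all actives have a fitted effect of over 60% in size; hits raise eYFP signal because A3G escapes Vif-driven loss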
#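 HeLa cells stably expressing Vif and C-terminally eYFP-tagged A3G, seeded overnight at 37 deg C, then exposed to compound by pintool overnight at 37 deg C. Rise in yellow fluorescence (Ex 488/Em 500-530, Acumen) marks blocked Vif-driven A3G degradation.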
# * hit, by the source's call; u = inconclusive; x = no result given; & = joins results of further samples; [ ] = another dose, or the depositor's remark. The call rests on the fitted dose curve; in most records, active means well fitted curve in the direction sought with a large enough effect; inconclusive means small, poorly fitted or top-dose-only effect, or another doubt; inactive means no such curve, though single readings can be large; an effect the other way counts as inactive or inconclusive. Potency means the concentration at half of the fitted maximal effect.
molecule,TrxR1 substrate,rTrxR1 inhibitor,RXFP1 agonist,USP1-UAF1 inh,mIDH1 inhibitor,12-LOX inh,Vif-APOBEC3F blk,RGS4 inhibitor,Vif-APOBEC3G blk
COc1ccc(-c2c(C(C)=O)c(C)nc3sc4c(=O)[nH]nnc4c23)cc1,-8%,-14%,0.0%,1%,4%,-4%,4%,9%,-6%
CCOc1ccc2nc(NC(=O)CN3C(=O)NC4(CCCC4)C3=O)sc2c1,-8%,-2%,1.2%,0%,4%,3%,7%,-5%,2%
CCOC(=O)c1ccc(COC(=O)c2ccc(-c3nnc(-c4ccccc4)o3)cc2)o1,6%[57.1 µM],23%[57.1 µM],x,-10%,0%,14%,0%,5%,0%
COC(=O)CSc1nnc(-c2ccccn2)n1Cc1ccco1,0%,-7%,0.5%,0%,-1%,-12%,2%,25%,1%
COc1ccc(-c2coc3c2c(C)cc2oc(=O)cc(C)c23)cc1,2%,13%,-3.3%,5%,4%,-11%,-12%,6%,2%
COc1ccc(/C=N/NC(=O)Nc2cccc3nsnc23)cc1,-12%[57.1 µM],14%[57.1 µM],2.2%,-9%,8%,-3%,u,u,-32%
Cc1ccc(SCCC(=O)OCn2nnc3ccccc3c2=O)cc1,4%[57.1 µM],16%[57.1 µM],1.6%,u,18%,7%,-23%,14%,1%
COc1ccc(CN2CCNC(=O)C2CC(=O)NCCC2=CCCCC2)c(F)c1 (stereo not given),-2%,u,-0.7%,-9%,0%,11µM*,6%,8%,0%
COc1ccc(S(=O)(=O)N2CCCC2)cc1C(C)C,-7%[57.1 µM],-8%[57.1 µM],1.8%,-3%,17%,2%,0%,25%,-2%
Cc1cccc(N2CCN(C(=O)/C=C/c3cccs3)CC2)c1C,-7%,-12%,-0.5%,-19%,-6%,-14%,2%,-17%,0%
COc1cccc(C(=O)CN(C(=O)c2ccc(Cl)c(Cl)c2)N2C(=O)C3CCCCC3C2=O)c1 (stereo not given),-2%[57.1 µM],10%[57.1 µM],2.0%,-5%,5%,-8%,0%,2%,2%
O=C(O)c1ccc(-c2noc(-c3ccc(F)cc3)n2)cc1,4%,22%,x,x,x,7%,-2%,-10%,5%
CN(c1ccccc1C(=O)Nc1ccc(CC#N)cc1)S(=O)(=O)c1ccccc1,3%[57.1 µM],10%[57.1 µM],2.3%,-10%,0%,-10%,14%,19%,-1%
O=C(c1ccc(S(=O)(=O)Nc2ccccc2F)cc1)N1CCN(c2ccccn2)CC1,-3%,8%,x,u,-3%,-1%,2%,10%,0%
O=c1c2ccccc2nnn1COc1cccc2ccccc12,4%,17%,0.0%,-28%,-1%,-5%,-5%,-4%,-6%
CN(C)/C=N/C(=S)Nc1ccccc1,7%[57.1 µM],9%[57.1 µM],-0.2%,-10%,3%,-10%,6%,-13%,-1%
CC(OC(=O)c1ccccc1Br)C(=O)Nc1nc(-c2cccc([N+](=O)[O-])c2)cs1 (stereo not given),3%[57.1 µM],-3%[57.1 µM],0.3%,-23%,1%,0%,u,-19%,1%
CCCOc1ccc(C(=O)NNC(=S)NC(=O)c2ccccc2[N+](=O)[O-])cc1,-3%,-8%[57.1 µM],1.9%,-22%,3%,u,-3%,-36%,2%
Cc1ccccc1OCC(=O)N/N=C/c1ccccn1,-3%,15%,1.9%,-16%,-6%,1%,-2%,10%[11.4 µM],-6%
Cc1ccc(CN2CCN(/N=C/c3ccc(C(=O)O)cc3)CC2)cc1,1%,3%,-0.5%,-16%,0%,1%,6%,-14%,3%
CCOc1ccc(Nc2sc(C(=O)c3ccc4c(c3)OCO4)c(N)c2S(=O)(=O)c2ccc(C)cc2)cc1,-1%[57.1 µM],20%[57.1 µM],1.2%,-13%,-16%,-8%,-5%,6%,-1%
COc1ccc(N=Cc2c[nH][nH]c2=O)cc1,11%[57.1 µM],-3%[57.1 µM],-0.1%,-12%,10%,-5%,1%,-23%,4%
Cc1nc2ccccc2c(=O)n1-c1ccc(NC(=O)c2ccccc2[N+](=O)[O-])cc1,-1%[57.1 µM],14%[57.1 µM],0.7%,-8%,-3%,-9%,-4%,12%,0%
O=C(COc1ccccc1)c1cn(CC(=O)N2CCCC2)c2ccccc12,-4%,13%,-0.6%,-14%,14%,0%,u,-14%,1%
CS(=O)(=O)N1CCN(c2nc(-c3ccc(F)cc3)cs2)CC1,8%[57.1 µM],-4%[57.1 µM],3.1%,-1%,-4%,22%,-5%,-2%,3%
Cc1cccc(CSCc2nnc(N)s2)c1,8%[57.1 µM],14%[57.1 µM],-0.5%,-17%,1%,208%[activator],6%,24%,-1%
NC(=O)c1cc(S(=O)(=O)NCCc2ccc(Cl)cc2)cs1,-7%,5%,1.3%,-17%,-15%,0%,1%,-8%,-2%
CCOC(=O)c1cc(C)n(Cc2cccc(OC)c2OC)c1C,-17%,-19%,-0.6%,-10%,4%,-18%,2%,-10%,0%
Cn1c(=O)oc2cc(S(=O)(=O)Nc3ccccc3O)ccc21,-4%&2%,3%&17%,1.9%&-0.9%,4%&-10%,4%&0%,u,-2%&-5%,8%&-20%,u
CCOC(=O)CN(Cc1ccccc1)C(C(=O)NC1CCCCC1)c1ccc(OC)cc1 (stereo not given),-7%,-1%,0.6%,-15%,12%,-21%,4%,12%,4%

molecule,TrxR1 substrate,rTrxR1 inhibitor,RXFP1 agonist,USP1-UAF1 inh,mIDH1 inhibitor,12-LOX inh,Vif-APOBEC3F blk,RGS4 inhibitor,Vif-APOBEC3G blk
Cc1c(NC(=O)CN2C(=O)NC3(CCC(C)CC3)C2=O)c(=O)n(-c2ccccc2)n1C (stereo not given),-4%[57.1 µM],8%[57.1 µM],0.9%,-7%,4%,-23%,6%,-6%,-2%
CC(=Nc1ccc(C)cc1)c1sc2ccccc2c1O,10%,25%,-0.2%,u,9%,2%,u,17%,-11%
Cc1nc2ccccc2c(=O)n1NCc1cccs1,9%,13%,2.3%,-10%,3%,8%,-7%,8%,1%
O=C1CC(c2ccccc2)CN1S(=O)(=O)c1ccccc1 (stereo not given),3%[57.1 µM],-6%[57.1 µM],0.2%,-15%,4%,411%[activator],1%,-6%,-5%
CCCS(=O)(=O)c1ncc(Cl)c(C(=O)Nc2c(C(=O)c3ccccc3)oc3ccccc23)n1,3%,-1%,2.2%,-27%,0%,0%&-1%,1%,-14%,3%
CCOc1ccc(NS(=O)(=O)c2cc(NC(=O)CCNC(=O)c3ccco3)ccc2OC)cc1,-9%,-9%,x,-3%,4%,6%,2%,21%,0%
CN1CCN(NC(=O)c2cccc(C(F)(F)F)c2)CC1,2%,13%,-0.7%,-18%,1%,10%,-14%,-1%,1%
CCN(CC)CCSc1nc(O)c(-c2ccccc2)c(=O)[nH]1,-8%,0%,0.4%,-1%,10%,-3%,-1%,12%,2%
COc1ccc2c(C(=O)CN3CCN(c4ccccc4)CC3)c[nH]c2c1,-7%,-17%,0.5%,-23%,21%,-46%,u,24%,u
CCN(CC)CCN1C(=O)C(O)=C(C(=O)c2cccs2)C1c1ccc(C)o1 (stereo not given),3%[57.1 µM],16µM*,1.2%,1%,0%,-8%,-7%,-7%,3%
O=[N+]([O-])c1cccc(CSc2nnc(Cc3ccccc3)n2-c2ccc(F)cc2)c1,-2%,0%,1.9%,-22%,11%,-11%,-5%,-16%,0%
CC(CCN1CCC(CN2C(=O)C(=O)NC[C@@H]2Cc2ccccc2)CC1)c1ccccc1 (stereo not given in full),8%,22%,x,-15%,-2%,40µM*,9%,9%,-3%
Cn1cnnc1SCC(=O)NC1CCCN(Cc2ccccc2F)C1 (stereo not given),2%,18%,-4.4%,-24%,6%,12%,-4%,5%,0%
COc1ccc(OC)c(/C=C/C(=O)Nc2cccc(S(=O)(=O)N3CCCC3)c2)c1,108%[activator],81%[activator],12%,6%,-5%,-6%,-13%,7%,-1%
O=C(Nc1ccc2nc(SCC(=O)N3CCc4ccccc43)sc2c1)c1cccc(F)c1,8%,21%,0.4%,-9%,-3%,-4%,-6%,37%,4%
O=C1C2CCCN2C(c2ccccc2)N1c1ccc(Cl)cc1 (stereo not given),3%,0%,-0.9%,-6%,8%,0%,1%,-6%,-10%
COc1ccc(-c2cc3nc(-c4ccccc4)cc(N4CCN(C(=O)c5ccsc5)CC4)n3n2)cc1,x,x,x,-8%,6%,u,-5%,x,-6%
COc1ccc(-n2nnnc2SCC(=O)Nc2ccccc2)cc1,-1%[57.1 µM],24%[57.1 µM],0.0%,-4%,10%,13%,-3%,-2%,0%
Cc1cc(OC(F)F)ccc1NC(=O)Nc1ccc2c(c1)OCO2,2%,29%,-0.4%,-18%,0%,31%[activator],-1%,8%,2%

# 3 compounds from above, sorted by the number in TrxR1 substrate, ascending:
compound,TrxR1 substrate,rTrxR1 inhibitor,RXFP1 agonist,USP1-UAF1 inh,12-LOX inh,RGS4 inhibitor
COc1ccc2c(C(=O)CN3CCN(c4ccccc4)CC3)c[nH]c2c1,-7%,-17%,0.5%,-23%,-46%,24%
CC(CCN1CCC(CN2C(=O)C(=O)NC[C@@H]2Cc2ccccc2)CC1)c1ccccc1 (stereo not given in full),8%,22%,x,-15%,40µM*,9%
Cc1nc2ccccc2c(=O)n1NCc1cccs1,9%,13%,2.3%,-10%,8%,8%

# An excerpt; the hit share may differ from the screen's.
